b-catenin transl: modulators of beta-catenin nuclear translocation | HeLa beta-catenin nuclear translocation, immunofluorescence imaging | nuclear translocation activity, % at 5 µM | actives 0.3% (n = 190,000);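 active = nuclear translocation activity above 50% at 5 µM, with a well cell count of 50 or more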;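 note: per-cell ratio of nuclear to cytoplasmic median beta-catenin stain intensity; plate controls were DMSO negative control for no effect and GSK-3 inhibitor IX positive control for full effect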
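System: HeLa cells, endogenous beta-catenin; compound dosing: 5 µM primary single dose, 0.1% DMSO, 0.02–20 µM confirmation series; incubation: 24 h compound exposure at 37°C, 5% CO2; signal: beta-catenin immunofluorescence imaging with DAPI; evaluation: % activation, nuclear-to-cytoplasmic median beta-catenin signal ratio per cell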
human PMI inhibitors: human PMI inhibitors, high substrate, primary screen, biochemical, fluorescence intensity, high mannose 6-phosphate (AID 1220). recombinant PMI enzyme, coupled fluorescence intensity; higher % means a stronger effect. inhibition, % at 20 µM, or IC50 in µM where a hit was titrated. actives 0.66% (n = 190,000)
PMI inhibitors: MPI enzyme activity inhibition – biochemical, fluorescence intensity, coupled assay, primary screen (AID 1209). purified PMI enzyme, coupled fluorescence intensity; higher % means a stronger effect. inhibition, % at 20 µM; hits with a dose series show IC50 in µM. actives 0.42% (n = 190,000);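 note: plate controls were DMSO vehicle for no effect and wells lacking substrate for full effect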
Dynein transport: dynein cargo transport inhibition | 3617.4 mouse cells, GR-EGFP nuclear translocation imaging; test concentration mostly 20 µM; stimulated with dexamethasone, 1 µM; active compounds read low | z-score, hits read low | actives 0.47% (n = 220,000) | AID 1381;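 active = plate z-score of nuclear minus cytoplasmic receptor signal below a set negative limit, without overly bright fluorescence or cell loss, cut at about -3.5 in these data, passing the limit was not always enough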;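 note: z-score of nuclear minus cytoplasmic ring GR-EGFP intensity difference per well; some compounds called inactive have numbers as strong as hits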
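Buffer or medium: tet-free, stripped-serum medium; reagent: dexamethasone at 1.0 µM final, 30 min; incubation: 48 h induction, 1 h compound, 30 min dex at 37 °C; measured by: formaldehyde fixation, Hoechst nuclear stain, 10x automated fluorescence imaging; read-out: nuclear-to-cytoplasmic GR-EGFP distribution per well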
Autophagy HCS: autophagy modulation, high-content screen. actives 0.98% (n = 190,000). MEF GFP-LC3 puncta imaging; test concentration mostly 10 µM. calls only at 10 µM (by protocol). AID 463193;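 active = percentage of spot-positive cells more than 3 SD above its plate mean, without a fluorescence outlier flag or 80% toxicity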;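 note: spot-positive cell cutoff set from DMSO-treated cells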
Yfh1-off respiration: enhancers of respiration in Yfh1-depleted yeast, dose response, Friedreich's ataxia, plus single-dose screen (AID 1465). S. cerevisiae Yfh1-off respiration, WST-1 reduction, 72 h; higher fold induction means a stronger effect. fold induction at 50 µM, or EC50 in µM where a hit was titrated. actives 0.074% (n = 220,000);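 active = fold induction of absorbance versus untreated yeast above a set limit, then at least 30% activation at any dose in follow-up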;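 note: activators that raise dye reduction in frataxin-depleted yeast; strong numbers were not always called active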
WT yeast gro inh: growth inhibition of WT yeast, mitochondrial fusion screen; mitochondrial fusion phenotypic screen, WT strain; inhibition, % at 10 µM; actives 2.1% (n = 190,000); AID 1362; in the data active = inhibition above about 58%; tested in S. cerevisiae
Ins promoter up: MIN6 insulin promoter up-regulation; AID 1625; MIN6 insulin promoter-GFP reporter, high-content imaging; active compounds read high; actives 0.3% (n = 190,000); z-score at 5 µM;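 active = z-score above 3 at 5 µM with at least 500 cells counted in the well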
MT stabilizer: microtubule stabilizers in HeLa cells. HeLa tubulin immunostaining HCS, 24 h; share of cells brighter than vehicle mean+2SD. % tubulin-high responders, % at 10 µM. actives 0.83% (n = 200,000);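 active = plate Z-score above 3 for both tubulin-high and condensed-nucleus cell shares, with cell loss under 80%, at 10 µM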;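 note: anti alpha tubulin signal scored within the nucleus-defined area of each cell; some results filed as inactive read as strong as hits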
WT yeast gro inh mutant strain: also measured in WT yeast gro inh; calls as there; inhibition, %; mitochondrial fusion phenotypic screen, mutant strain inhibition
Dynein transport cytoplasmic EGFP: second read-out of Dynein transport, no call of its own (marks repeat the call); z-score; measured here: cytoplasmic GR-EGFP intensity; active compounds read high
Dynein transport nuclear GR-EGFP: recorded beside Dynein transport, whose call it bears; z-score; measured here: nuclear GR-EGFP intensity;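 lower value marks the stronger effect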
Dynein transport cell count: recorded beside Dynein transport, whose call it bears; z-score; measured here: cell count per field
Ins promoter up cell count: also measured in Ins promoter up; calls as there; cell count; measured here: cytotoxicity, nuclei count;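 total cells summed across four imaged fields per well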
b-catenin transl cell count 5 µM: recorded beside b-catenin transl, whose call it bears; cell count; measured here: cell count, cytotoxicity flag
MT stabilizer Hoechst-high %: further read-out of MT stabilizer, marked with its call; % Hoechst-high responders; measured here: nuclear condensation Hoechst responders;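 share of cells brighter than vehicle mean plus two SD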
MT stabilizer cytotoxicity %: further read-out of MT stabilizer, marked with its call; toxicity, %; measured here: cytotoxicity by cell density;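 0% = mean cell density of plate MIN control wells and 100% = no cells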
Autophagy HCS cell loss 18 h: recorded beside Autophagy HCS, whose call it bears; toxicity, %; measured here: cell loss, nuclei count;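 cell loss after 18 h compound exposure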
* hit, by the source's call; i = inactive; / = not tested or not shown. Cut-off read from the data, not from the text of the source, unless noted: active = inhibition above about 50%; inactive = the rest.

Value order – Yfh1-off respiration, Dynein transport cell count, b-catenin transl cell count 5 µM, PMI inhibitors, MT stabilizer, human PMI inhibitors, Dynein transport nuclear GR-EGFP, b-catenin transl, Autophagy HCS cell loss 18 h, Ins promoter up, Autophagy HCS, MT stabilizer cytotoxicity %, Dynein transport cytoplasmic EGFP, Dynein transport, WT yeast gro inh mutant strain, WT yeast gro inh, Ins promoter up cell count, MT stabilizer Hoechst-high %
CC(C)Oc1cccc(C(=O)Nc2ccccc2N2CCOCC2)c1
  i, -0.17, 1192, 16%, 7.7, 8%, 0.55, -2.0, 20, -0.68, i, 1.1, 0.014, 0.56, 17, 13, 967, 2.0
COC(=O)c1ccc(NC(=O)C(=O)N2CCN(C(=S)Nc3cccc(C)c3C)CC2)cc1
  i, -0.51, 1066, 21%, 3.4, 13%, 0.47, 0.8, -4, 0.6, i, 7.2, -0.22, 0.7, 9, 6, 1510, 2.4
CCCCOc1ccc(-c2nnn(C(C)C(=O)OCC)n2)cc1 (stereo unspecified)
  i, -0.058, 1153, 9%, 8.9, 8%, 0.42, -0.4, 12, 0.08, i, 3.0, -0.3, 0.14, 1, 46, 808, 2.6
C=CCC1Cc2c(cccc2[N+](=O)[O-])C(CC=C)N1 (stereo unspecified)
  i, 0.87, 872, -2%, 1.5, -1%, -0.48, 0.8, 1, 1.1, i, 6.9, -0.13, -1.2, -3, 4, 1520, 1.1
COc1ccc(N(CC(=O)N/N=C/c2ccco2)S(=O)(=O)c2ccccc2)cc1
  i, -0.12, 987, 3%, 2.4, 6%, 0.88, -1.7, 16, 0.31, i, 2.3, -0.15, 1.3, -20, -3, 1926, 1.3
CC(=O)Nc1sc(C)c(C)c1C(=O)Nc1ccc(C)cc1
  i, -0.26, 1362, 9%, 1.8, 5%, 0.042, -1.1, 13, 0.02, i, 5.1, -0.21, 0.11, -10, -19, 1611, 1.3
O=C(O)c1ccccc1C(=O)NNc1ccc(Cl)cc1
  i, 0.46, /, -56%, 0.7, -144%, -0.57, /, -5, /, i, 7.9, -0.23, -0.2, 50*, 72*, /, 1.0
COC(=O)c1ccccc1Sc1c(/C=N/OCc2ccc(Cl)cc2)c(C(F)(F)F)nn1C
  i, 0.85, 1145, 1%, 1.1, 1%, -0.17, 2.1, 3, -1.6, i, 1.2, -0.24, -0.75, -12, -13, 616, 0.5
Cc1cccc(C(=O)NC2CC(C)(C)NC(C)(C)C2)c1
  i, 0.4, 1117, 4%, 2.6, 2%, 0.046, -0.5, -3, 1.4, i, 8.8, -0.23, -0.55, -4, -14, 1149, 2.3
CCCOc1ccc(N2C(=O)CC(N(CCc3ccc(OC)cc3)C(=O)c3cccc(F)c3)C2=O)cc1 (stereo unspecified)
  i, -0.31, 1033, 13%, 13, 10%, -0.28, -1.3, -21, 0, i, 13, -0.21, -0.23, -36, -7, 1833, 4.8
Cc1ccc(C(=O)NCC(=O)NCCc2ccc(S(N)(=O)=O)cc2)s1
  i, 0.47, 1284, /, /, /, 0.053, 0.3, /, 0.36, /, /, -0.17, 0.27, /, /, 981, /
O=C(NCc1ccccn1)c1cc2n(n1)C(C(F)(F)F)CC(c1ccco1)N2 (stereo unspecified)
  i, 2.1, 1004, -10%, 2.9, -16%, -0.33, 1.0, 12, 1.5, i, 8.4, -0.0053, -0.62, -5, -6, 1179, 3.2
COc1ccc(CNC(=O)NCc2ccc(OC)c(OC)c2)cc1OC
  i, -0.79, 750, 5%, 2.2, 5%, 0.54, -1.7, -5, 0.16, i, 4.3, -0.14, 0.76, 3, 8, 1234, 1.9
CC(C)(C)NC(=O)C(c1ccccc1)N(Cc1ccco1)C(=O)c1csnn1 (stereo unspecified)
  i, 0.57, 1055, 1%, 2.4, 4%, -0.032, -2.6, 7, -0.12, i, 13, -0.22, -0.29, 3, -8, 1170, 1.9
Cc1cccc(C(=O)N2CCN(c3ccccn3)CC2)c1
  i, -1.7, 509, 8%, 2.9, 13%, 0.43, 0.1, 4, /, i, 3.9, -0.17, -0.12, -1, -19, /, 0.9
O=C(NNC(=S)NCc1ccccc1)c1ccccc1OC(F)F
  i, 0.76, 449, 0%, 5.8, 4%, -0.5, -1.8, -9, 0.29, i, 3.7, -0.33, -0.28, 5, -9, 1064, 2.4
COc1ccc(CN2CCN(C(=O)c3cc(OC)c(OC)c(OC)c3)CC2)cc1OC
  i, 0.93, 1239, -2%, 2.3, -8%, -0.56, -2.8, -7, 0.26, i, 1.4, -0.25, 0.28, -6, -15, 1166, 1.9
CCO/N=C(\N)c1[nH]ncc1Br
  i, 0.084, 1370, /, /, /, -0.41, -1.1, /, 1.3, /, /, -0.22, -0.64, /, /, 1334, /
C=COC(=O)c1sc2nc(C)cc(C)c2c1N
  i, -0.37, 1239, /, /, /, -0.14, 1.9, /, -0.22, /, /, -0.27, 0.55, /, /, 1057, /
COc1ccc(NC(=O)CNS(=O)(=O)c2ccc(Cl)cc2)cc1OC
  i, 0.76, /, -2%, 2.1, 0%, -0.27, /, -6, 0.04, i, 11, -0.048, -0.17, -3, -3, 1148, 4.1

An excerpt from above in order of formula weight, rising.
Value order – Yfh1-off respiration, Dynein transport cell count, b-catenin transl cell count 5 µM, PMI inhibitors, MT stabilizer, human PMI inhibitors, Dynein transport nuclear GR-EGFP, b-catenin transl, Autophagy HCS cell loss 18 h, Ins promoter up, Autophagy HCS, MT stabilizer cytotoxicity %, Dynein transport cytoplasmic EGFP, Dynein transport, WT yeast gro inh mutant strain, WT yeast gro inh, Ins promoter up cell count, MT stabilizer Hoechst-high %
Cc1cccc(C(=O)NC2CC(C)(C)NC(C)(C)C2)c1
  i, 0.4, 1117, 4%, 2.6, 2%, 0.046, -0.5, -3, 1.4, i, 8.8, -0.23, -0.55, -4, -14, 1149, 2.3
O=C(NCc1ccccn1)c1cc2n(n1)C(C(F)(F)F)CC(c1ccco1)N2 (stereo unspecified)
  i, 2.1, 1004, -10%, 2.9, -16%, -0.33, 1.0, 12, 1.5, i, 8.4, -0.0053, -0.62, -5, -6, 1179, 3.2
COC(=O)c1ccccc1Sc1c(/C=N/OCc2ccc(Cl)cc2)c(C(F)(F)F)nn1C
  i, 0.85, 1145, 1%, 1.1, 1%, -0.17, 2.1, 3, -1.6, i, 1.2, -0.24, -0.75, -12, -13, 616, 0.5

Remaining list, next part.
Value order – Yfh1-off respiration, Dynein transport cell count, b-catenin transl cell count 5 µM, PMI inhibitors, MT stabilizer, human PMI inhibitors, Dynein transport nuclear GR-EGFP, b-catenin transl, Autophagy HCS cell loss 18 h, Ins promoter up, Autophagy HCS, MT stabilizer cytotoxicity %, Dynein transport cytoplasmic EGFP, Dynein transport, WT yeast gro inh mutant strain, WT yeast gro inh, Ins promoter up cell count, MT stabilizer Hoechst-high %
CN(C)c1ccc(C(=O)OCC(=O)Nc2ccc(S(N)(=O)=O)cc2)cc1
  i, -0.22, 944, 1%, 3.8, 6%, 0.067, -4.7, 4, 0.02, i, 6.4, -0.31, -0.26, 10, 21, 1060, 1.6
O=C(COC(=O)c1ccccc1NC(=O)c1ccccc1)c1cccc([N+](=O)[O-])c1
  i, 1.1, 912, -35%, 2.6, -7%, -0.52, 0.3, 2, -0.11, i, 5.2, -0.28, -0.49, 29, 18, 1468, 3.0
Cc1cccc(NC(=O)C2CCN(S(=O)(=O)c3cccs3)CC2)c1
  /, 0.034, 1118, -1%, 2.1, -5%, 0.26, -2.9, -3, 0.12, i, 3.3, 4.2, -0.86, /, /, 783, 0.8
O=C1N/C(=N\N=C\c2cccs2)SC1Cc1cccc(Cl)c1 (stereo unspecified)
  i, -0.23, 237, 4%, 22*, 20%, 0.00078, 25, 4, 1.1, i, 37*, -0.23, 0.24, -18, -6, 1112, 40*
O=C(C(=S)N1CCOCC1)c1c[nH]c2ccccc12
  i, 0.78, 983, 48%, 3.9, 18%, -0.016, -4.4, 2, 0.38, i, 23, -0.11, -0.84, -9, 13, 1640, 1.7
Cc1ccc(NC(=O)Cn2ccc([N+](=O)[O-])n2)cc1C
  i, 0.48, 1067, 2%, 1.4, 1%, 0.57, -4.1, 4, 0.11, i, 10, -0.2, -0.19, 5, 6, 1314, 2.1
CN(C)C(CNC(=O)c1cccc(S(=O)(=O)N(C)C)c1)c1ccccc1 (stereo unspecified)
  i, 0.83, 1131, -9%, 1.8, -14%, -0.37, 0.0, -10, 0.14, i, 6.1, -0.37, -0.92, 60, 0, 779, 1.5
CC1(OC(=O)CCc2ccccc2)C(=O)C=C2C=C(c3ccc(C#N)cc3)N(C3CC3)C=C2C1=O (stereo unspecified)
  i, 0.49, 1189, /, /, /, -0.33, -0.6, /, -0.44, /, /, -0.78, -0.82, /, /, 960, /
O=C1NCC2=C1C(c1ccccc1)Nc1ccccc1N2 (stereo unspecified)
  i, 0.38, 1209, -19%, 5.5, -44%, -0.65, -1.5, 2, -0.13, i, 6.9, -0.3, -0.77, -3, -7, 1252, 3.8
CN(CCCC(=O)NC1CC(C)(C)NC(C)(C)C1)S(=O)(=O)c1ccc([N+](=O)[O-])cc1
  i, 0.33, 1013, -1%, 1.7, 0%, 0.15, -0.3, 17, -0.03, i, 2.5, 0.13, 0.017, 3, 1, 1561, 1.4
Cc1cccc(-n2ncc3c(N4CCOCC4)ncnc32)c1
  i, -1.8, 471, -5%, 2.6, 1%, 2.4, -2.9, 26, 0.38, i, 1.9, -0.0026, 1.8, 9, 7, 1153, 1.5
